# High-throughput results from PubChem BioAssay.
# UPR CHOP act: apoptotic UPR (CHOP) activation; CHO-CHOP luciferase reporter, luminescence; percent of tunicamycin response over DMSO baseline; activation, % at 10 µM; 330,000 compounds, 0.34% hits; AID 449763;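 active means at 10 µM dose, activation of 40% or more, normalized to positive control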;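 further: 100% = tunicamycin at 10 µg/mL and 0% = DMSO alone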
#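 Material: CHO-CHOP cells, stable luciferase reporter of PERK-eIF2a-CHOP signalling; quantity: 500 reporter cells seeded per well; buffer or medium: F12 medium containing 10% fetal bovine serum; compound: one dose, 10 µM in 0.5% DMSO; incubation: 6 h compound treatment, 37 °C; measured by: Steady-Glo luciferase luminescence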
# XBP1 UPR activ: adaptive UPR (XBP1) activation; CHO-XBP1 luciferase reporter, IRE1-XBP1 UPR activation, luminescence; percent of tunicamycin response, DMSO as zero; activation, % at 20 µM; 330,000 compounds, 0.33% hits;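 active means versus positive control, 20 µM dose yields 30% or more activation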;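 further: 100% = tunicamycin at 10 µg/mL and 0% = DMSO only wells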
#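 Material: CHO cell line with stable XBP1 luciferase reporter; schedule: 16-18 h cell attachment at 37 °C, then 6 h compound exposure; signal: glow luminescence from Steady-Glo reagent; medium: serum-containing F12 medium, 10% FBS; benchmarks: tunicamycin 10 µg/mL and vehicle-only wells; read-out: percent activation relative to tunicamycin reference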
# tim23-1 inh: tim23-1 yeast growth inhibition. S. cerevisiae tim23-1 growth, BacTiter-Glo luminescence, 24 h. inhibition, % at 20 µM. 330,000 compounds, 1.3% hits;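 active means growth inhibition of the mutant yeast at or above 50%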;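 further: temperature-sensitive mutant grown at 25 °C; plate controls were DMSO-treated mutant yeast for no effect and medium wells lacking yeast for full effect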
# Mdm2 MdmX PPI: disrupts the human Mdm2-MdmX interaction | SaOS-2 split-luciferase Mdm2/MdmX complementation, luminescence | inhibition, % at 8 µM | 330,000 compounds, 3% hits | AID 485346;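 active means inhibition of at least 50% at 8 µM in the primary screen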
# Target sequence (O15151 whole entry, looked up): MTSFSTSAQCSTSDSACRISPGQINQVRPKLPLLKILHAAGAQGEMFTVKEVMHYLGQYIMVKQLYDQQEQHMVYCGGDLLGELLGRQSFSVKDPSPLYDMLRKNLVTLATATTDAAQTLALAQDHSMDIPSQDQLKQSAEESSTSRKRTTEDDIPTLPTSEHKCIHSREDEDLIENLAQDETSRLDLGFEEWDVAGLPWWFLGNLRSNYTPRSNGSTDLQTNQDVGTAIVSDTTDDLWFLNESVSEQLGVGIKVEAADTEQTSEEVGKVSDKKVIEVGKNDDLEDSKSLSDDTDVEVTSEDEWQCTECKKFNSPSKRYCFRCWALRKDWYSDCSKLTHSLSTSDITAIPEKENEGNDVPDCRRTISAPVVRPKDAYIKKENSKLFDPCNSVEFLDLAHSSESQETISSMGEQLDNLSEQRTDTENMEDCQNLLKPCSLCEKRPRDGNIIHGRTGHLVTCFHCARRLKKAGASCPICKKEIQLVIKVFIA
# Target sequence (Q00987 whole entry, looked up): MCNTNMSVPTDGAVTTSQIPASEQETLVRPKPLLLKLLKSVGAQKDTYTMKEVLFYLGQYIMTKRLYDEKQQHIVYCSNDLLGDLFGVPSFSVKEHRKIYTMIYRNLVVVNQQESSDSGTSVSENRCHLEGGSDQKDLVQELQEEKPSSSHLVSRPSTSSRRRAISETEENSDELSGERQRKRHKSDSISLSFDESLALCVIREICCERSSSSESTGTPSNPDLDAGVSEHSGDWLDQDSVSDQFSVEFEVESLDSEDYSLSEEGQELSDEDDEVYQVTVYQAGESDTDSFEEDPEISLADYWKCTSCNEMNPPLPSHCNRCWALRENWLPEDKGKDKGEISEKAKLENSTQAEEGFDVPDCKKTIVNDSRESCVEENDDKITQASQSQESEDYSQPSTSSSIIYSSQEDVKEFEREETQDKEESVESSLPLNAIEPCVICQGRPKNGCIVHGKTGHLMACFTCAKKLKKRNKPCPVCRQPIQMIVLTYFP
# TIM10 inh: growth inhibitors of TIM10 yeast strain. S. cerevisiae TIM10 strain growth, BacTiter-Glo luminescence, 24 h. inhibition, % at 10 µM. 330,000 compounds, 1.4% hits. AID 463195;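 active means inhibition of 40% or more at the single tested concentration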;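 further: wild-type TIM10 isogenic control strain grown at permissive 25 °C; 0% = DMSO yeast wells and 100% = minimal medium wells without yeast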
# tim10-1 inh: inhibits growth of tim10-1 mutant yeast; S. cerevisiae tim10-1 ts strain growth, BacTiter-Glo, 24 h; inhibition, % at 20 µM; 330,000 compounds, 2.2% hits;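 active means inhibition of at least 40%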;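 further: mutant grown at 25 °C; 0% = DMSO wells with yeast and 100% = wells holding no yeast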
# 697 NFkB inh: lowers PMA/ionomycin-induced NF-kB signal in 697 B cells; 697 B-cell NF-kB luciferase reporter, 16 h; inhibition, % at 4 µM; 330,000 compounds, 0.33% hits; in the data active means inhibition above about 35%
# Jurkat NFkB inh: inhibitors of the PMA/ionomycin-induced NF-kB reporter in Jurkat cells | PMA/ionomycin-induced NF-kB luciferase reporter, luminescence | inhibition, % at 4 µM | 330,000 compounds, 0.53% hits | AID 435003; in the data active means inhibition above about 50%
# The depositor's hits bear a star; & = joins results of further samples. Rows are unselected, and some 6.6% of all compounds hit somewhere here.
# The first 3 records as a preview:
smiles	UPR CHOP act	XBP1 UPR activ	tim23-1 inh	Mdm2 MdmX PPI	TIM10 inh	tim10-1 inh	697 NFkB inh	Jurkat NFkB inh
CC(C)CCNc1nc2c(c(=O)n(Cc3cccc(F)c3)c(=O)n2C)n1C	1.1	-1	34	19	46*	47*	-32	0
CN(C)C(=O)COc1ncnc2scc(-c3ccc(F)cc3)c12	-0.7	0	9	-28	11	12	-3	8
O=C1CCCN1C(=O)COc1ccccc1[N+](=O)[O-]	0.3	0	-6	8	-2	15	-5	-15

# The listing, previewed entries included:
smiles	UPR CHOP act	XBP1 UPR activ	tim23-1 inh	Mdm2 MdmX PPI	TIM10 inh	tim10-1 inh	697 NFkB inh	Jurkat NFkB inh
CC(C)CCNc1nc2c(c(=O)n(Cc3cccc(F)c3)c(=O)n2C)n1C	1.1	-1	34	19	46*	47*	-32	0
CN(C)C(=O)COc1ncnc2scc(-c3ccc(F)cc3)c12	-0.7	0	9	-28	11	12	-3	8
O=C1CCCN1C(=O)COc1ccccc1[N+](=O)[O-]	0.3	0	-6	8	-2	15	-5	-15
Cn1cc(S(=O)(=O)N2CCOCC2)cc1C(=O)NCc1ccccc1Cl	1.2	2	25	-25	3	14	-4	1
O=C(Cc1ccc(Br)cc1)N/N=C/c1ccc(-c2cccc(C(=O)O)c2)o1	0.1	0	-8	5	-20	-27	8	13
NS(=O)(=O)c1cccc(NC(=O)c2cc3ccccc3o2)c1	4.1	-2	-5	24	-3	-10	17	3
CCn1c(=O)c(C(=O)NC(C)C)c(O)c2ccccc21	0.0	-1	21	37	-45	-57	0	-14
COc1ccc(OCCn2cc(/C(N)=N/O)c3ccccc32)cc1	1.3	2	24	-2	2	-7	-5	-5
COc1ccc(S(=O)(=O)Cc2ccc(C(=O)NCCc3cc(OC)ccc3OC)o2)cc1	1.8	0	31	-15	7	5	4	-3
COc1ccccc1C(=O)NC(=S)Nc1ccc(N2CCN(C(=O)c3ccco3)CC2)cc1	3.3	0	-1	35	14	2	-70	2
O=S(=O)(O)c1ccc(N2N=C(c3ccccc3)CC2c2ccccc2)cc1 (centres undefined)	0.7	-2	11	-5	14	14	-32	-24
C/C(=N\OCC(=O)OCC(=O)Nc1cc(S(C)(=O)=O)ccc1Cl)c1ccc2c(c1)OCO2	0.1	-2	2	11	0	-1	12	-3
COc1ccc(NS(=O)(=O)c2ccc3[nH]c(=O)[nH]c3c2)cc1OC	0.3	-3	1	14	-12	-13	0	-40
O=C(Nc1ccc2c(c1)Cc1ccccc1-2)c1ccncc1	4.5	1	43	-81	57*	18	-33	-46
COc1cc(OC)cc(C(=O)NC2CCN(Cc3nnnn3Cc3ccc(F)cc3)CC2)c1	-1.1	4	4	19	6	5	12	-6

# Brought forward from above: 2 compounds; new compounds follow.
smiles	UPR CHOP act	XBP1 UPR activ	tim23-1 inh	Mdm2 MdmX PPI	TIM10 inh	tim10-1 inh	697 NFkB inh	Jurkat NFkB inh
O=C(Nc1ccc2c(c1)Cc1ccccc1-2)c1ccncc1	4.5	1	43	-81	57*	18	-33	-46
COc1cc(OC)cc(C(=O)NC2CCN(Cc3nnnn3Cc3ccc(F)cc3)CC2)c1	-1.1	4	4	19	6	5	12	-6
CC(=O)n1cc(/C=N/NC(=O)c2ccc([N+](=O)[O-])cc2)c2ccccc21	4.2	8	19	14	6	-1	2	-15
Cc1ccccc1OCC(=O)OCC(=O)N1CCc2ccccc21	1.8	-4	22	-9	-5	4	-19	-1
O=[N+]([O-])c1ccccc1/C=N/NC1=NCCN1	0.8	0	1	-27	-3	-15	-8	4
CCCCCCC1CCC(C(=O)Nn2c(C)nc3ccccc3c2=O)CC1 (centres undefined)	0.6	2	11	-18	-3	-4	-38	3
Nc1ncnc2c1nc(Sc1ccc(Cl)cc1)n2[C@@H]1O[C@@H]2COP(=O)(O)O[C@H]2[C@H]1O	-1.7	-2	-16	20	0	-1	22	2
COc1ccc([C@H]2/C=C\CN(S(=O)(=O)c3cccc4cccnc34)[C@@H](C)C(=O)N2Cc2ccc(F)cc2)cc1	0.7	-2	24	5	13	23	12	21
O=C1C2=C(c3ccccc31)[N+](=O)[C@@H]1CCCC[C@@H]1N2[O-]	0.3	3	-5	20	2	-3	6	-1
CN(C)/C=C/C(=O)c1ncc(C(F)(F)F)cc1Cl	-0.4	-2	-4	-16	9	10	9	-7
Cn1cc(Cl)c(C(=O)NC2CCCC2)n1	-1.0	0	-3	-27	3	4	-1	-8
CS(=O)(=O)c1cccc(C(=O)OCC(=O)NCc2cccs2)c1	0.7	-1	3	-7	72*	5	-16	-10
O=[N+]([O-])c1ccc(C=Nc2ccc(Cl)cc2Cl)s1	112*	12	60*	-1	71*	78*	13	2
COc1cc2ncnc(NCc3ccco3)c2cc1OC	1.6	-3	3	-14	2	1	14	5
COc1cc(OC)cc(-c2c(-c3cccs3)c3cc(-c4ccc5c(c4)OCO5)ccc3n2C)c1	0.3	-4	-4	14	-9	0	4	1
COc1cc(OC)nc(NC(=O)CS(=O)(=O)c2ccccc2)n1	-1.0	-4	26	-7	38	33	-1	-2
CC(C)Sc1oc(-c2ccco2)nc1S(=O)(=O)c1ccc(F)cc1	2.5	-1	25	7	7	32	20	10

# Other structures:
smiles	UPR CHOP act	XBP1 UPR activ	tim23-1 inh	Mdm2 MdmX PPI	TIM10 inh	tim10-1 inh	697 NFkB inh	Jurkat NFkB inh
Cc1ccc(N(CC(=O)NCC2CCCO2)S(=O)(=O)c2ccccc2)c(C)c1 (centres undefined)	1.3	1	15	5	0	4	-12	-18
COc1cccc(C2=CC(c3cc(OC)ccc3OC)n3nnnc3N2)c1 (centres undefined)	-2.0	5	17	24	0	19	-76	-19
COc1ccc(CN2CCNC(=O)C2CC(=O)NCCSc2nccn2C)cc1OC (centres undefined)	-1.0	2	3	4	6	5	-2	-6
Cc1sc2nc(CN3CCCC3)nc(NCc3ccncc3)c2c1C	-0.6	-1	9	14	-10	19	12	-1
CCOc1ccc(N2CC(C(=O)N3CCN(C(=O)c4ccco4)CC3)CC2=O)cc1 (centres undefined)	1.7	3	9	-43	-5	18	-9	-2
COc1ccc(N2CCN(C(=O)C(C)(C)Oc3ccc(Cl)cc3)CC2)cc1	-2.3	-3	32	6	14	24	-12	-1
COc1cc(C(=O)NNC(=O)CNC(=O)c2ccc(Br)o2)cc(OC)c1OC	1.8	-6	-17	9	-5	1	5	14
CC(=O)c1ccc(OC(C)C)c(CSc2nc(O)cc(=O)[nH]2)c1	-2.2	-4	5	9	-9	16	-8	1
Cc1ccc(/C=c2\sc3nc(-c4ccccc4Br)nn3c2=O)o1	-0.6	0	30	-1	36	34	6	12
S=c1[nH]nc(Cn2cnc3ccccc32)n1-c1ccccc1	-0.4	0	-10	-1	2	14	-1	-6
CC(C)(C)c1ccc(-c2n[nH]c(=S)n2C2CCCC2)cc1	0.0	0	48	0	44*	41*	-2	3
O=C(/C=C/c1ccc(Br)cc1)NC(=S)Nc1ccc(S(=O)(=O)Nc2nccs2)cc1	6.9	6	-38	18	-36	-9	-6	-1
O=C(O)CNS(=O)(=O)c1ccc2c(c1)Cc1cc(S(=O)(=O)NCC(=O)O)ccc1-2	-1.5	-6	-2	-2	-1	1	-5	-17
Cc1ccc(C)c(S(=O)(=O)NC(CCC(N)=O)C(=O)O)c1 (centres undefined)	-1.3	-3	4	-17	0	9	21	11
CC(C)Cn1c(-c2cccs2)nc2ccccc21	-0.7	-1	28	21	9	28	7	7

# Next part
smiles	UPR CHOP act	XBP1 UPR activ	tim23-1 inh	Mdm2 MdmX PPI	TIM10 inh	tim10-1 inh	697 NFkB inh	Jurkat NFkB inh
CSCCC(NC(=O)c1ccco1)C(=O)O (centres undefined)	0.4	-3	-4	1	-6	-18	12	-4
O=C(COC(=O)c1cc([N+](=O)[O-])ccc1N1CCOCC1)NCc1ccc(Cl)cc1Cl	1.2	0	51*	-12	12	24	-33	2
O=C(O)COc1ccc(Nc2ccccc2)cc1	-0.2	2	11	4	4	-2	19	-5
C/C=C\C=C\C(=O)Nc1cccc(C2=NOC3(C2)C[C@@H](C(N)=O)N(C(=O)C(c2ccccc2)c2ccccc2)C3)c1 (some centres undefined)	-0.4	2	18	35	6	13	14	-6
Cc1ccc(NC(=O)c2ccccc2NC(=O)c2cccnc2)cc1	-1.6	1	17	-9	19	19	-4	6
O=C(O)c1ccc(N2C(=O)CC(N3CCN(c4cccc(Cl)c4)CC3)C2=O)cc1 (centres undefined)	2.8	-5	6	-2	-5	0	8	-10
O=C(c1ccc(Cl)c(S(=O)(=O)N2CCc3ccccc32)c1)N1CCN(c2ccccc2O)CC1	5.6	4	29	54*	19	24	8	8
COc1ccc(S(=O)(=O)N(CCc2ccccc2)CC(N)=O)cc1	0.4	-3	8	4	6	-3	10	13
O=C(NC1CCCC1)c1cccc2c1C(=O)c1ccc(Cl)cc1S2(=O)=O	1.0	-2	-9	-10	-11	1	15	4
CCCCN(CC)CCNC(=O)C1CCN(S(=O)(=O)c2cccc3nsnc23)CC1	-0.1	-3	-4	9	3	-10	9	5
CC(C)Sc1cc(N2CCOCC2)nc(-c2ccccc2)n1	0.5	-2	23	-8	8	-7	0	-5
COCCCN(CCNC(=O)c1ccc(NC2=NC3CS(=O)(=O)CC3S2)cc1)Cc1ccco1 (centres undefined)	0.2	-3	-10	3	-3	-16	2	-1
CC(C)CNS(=O)(=O)c1ccc(S(=O)(=O)N2CCC3(CC2)OCCO3)cc1	3.3	-1	-3	-29	3	16	-7	1
CN(C)C(=O)[C@H]1C[C@H]1[C@@H](O)[C@H](CO)NC(=O)[C@H](COCc1ccccc1)NC(=O)OC(C)(C)C	-0.2	2	5	12	11	-20	4	-3
CCC(C)NCCOc1ccccc1C (centres undefined)	-3.0	-1	-1	11	-8	-2	-12	-9

# More compounds follow:
smiles	UPR CHOP act	XBP1 UPR activ	tim23-1 inh	Mdm2 MdmX PPI	TIM10 inh	tim10-1 inh	697 NFkB inh	Jurkat NFkB inh
C=CCNC(=O)c1onc(CSc2cccc(OC)c2)c1C(=O)NCC=C	-0.7	-2	-5	17	-18	0	13	-2
CN1C(=O)/C(=C/c2cccc(Cl)c2)Sc2ccc(C(=O)N3CCCC3)cc21	2.4	-5	33	73*	10	52*	-16	22
N#C/C(=N\Nc1cccc(F)c1)C(=N)N1CCCCCC1	4.1	-3	6	-240	5	-5	-143	-168
O=C(O)CCC(=O)Nc1cccc(C(=O)Nc2ccc(Br)cc2)c1	2.3	-4	9	10	-8	4	-22	-15
O=C(Nc1ccc(F)cc1)c1ccc2c(=O)n3c(nc2c1)CCCCC3	4.5	1	14	-5	11	-9	18	-100
N#Cc1c(N)sc2c1CCN(C(=O)OCc1ccccc1)C2	3.4	-2	-4	18	8	8	9	18
Cc1ccc(OCCNS(=O)(=O)c2ccc(N3CCCC3=O)cc2)cc1	1.1	-2	4	20	7	7	-15	0
CCN(C[C@H]1N[C@@](C)(C(=O)OC)[C@H]2C(=O)N(C)C(=O)[C@@H]12)C(=O)C1CCCCC1	-0.8	0	-7	26	8	-15	13	-6
CC(=O)Nc1ccc(C(=O)COC(=O)C2CC2)c(F)c1	0.4	-3	-5	-20	-2	4	11	-33
Cc1ccc(S(=O)(=O)Nc2c(C)n(C)n(-c3ccccc3)c2=O)cc1	1.1&-1.2	-4&0	2&-4	-2&14	-1&-2	21&-18	1&22	-6&-7
CC(C)OC(=O)/C(=C/c1ccco1)c1ccccc1	1.1	-2	12	7	12	7	-2	3
Cc1cccc(NS(=O)(=O)c2ccc(-c3cnc(C4CC4)o3)cc2)c1	-1.5	1	39	65*	-9	40	-47	54*
O=[N+]([O-])c1cc([N+](=O)[O-])c2n[nH]c(-c3ccccc3)c2c1	0.8	-3	-3	7	-8	23	6	12
COC(=O)c1c(C)[nH]c(C(=O)/C=C/c2ccccc2Cl)c1C	5.7	4	-6	-45	-12	7	-128	-109
